# Screens from PubChem BioAssay.
# H37Rv inhibition: M. tuberculosis growth inhibition, HTS (AID 449762). M. tuberculosis H37Rv growth inhibition, 7H9 media; higher % means a stronger effect. inhibition, % at 25 µM; hits with a dose series show IC50 in µM. 330,000 compounds, 0.59% hits; in the data active = a potency from the dose series; inconclusive = inhibition above about 70% without an active follow-up result;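 note: bacterial growth assessed after seven days of incubation; strong numbers were not always called active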
# PhoP GFP inhibition: Inhibition of PhoP regulon, Salmonella typhi GFP reporter cells, confirmation, 4 h (AID 1850). Salmonella Typhi PhoP-promoter GFP reporter, fluorescence, 4 h; higher % means a stronger effect. inhibition, % at 50 µM, or IC50 in µM where a hit was titrated. 310,000 compounds, 0.33% hits; in the data active = a potency from the dose series; inconclusive = inhibition mostly from about 25% at the one dose, without a potency; inactive = the rest, 99 in 100 with inhibition below about 19%;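 note: 0% = induced wells with vehicle and 100% = uninduced wells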
# influenza NS1A: H1N1 influenza NS1A inhibitors, functional cell based assay (AID 504329). NS1A functional cell-based assay, percent inhibition; higher % means a stronger effect. inhibition, % at 12.5 µM; hits with a dose series show IC50 in µM. 340,000 compounds, 0.3% hits; in the data active = a potency from the dose series; inconclusive = inhibition above about 27% without an active follow-up result; note: strong numbers were not always called active
# VEEV TC-83 Vero: inhibitors of VEEV TC-83 cytopathic effect, confirmation, Vero cells (AID 588727); Vero cells, VEEV TC-83 cytopathic effect inhibition; higher % means a stronger effect; inhibition, % at 20 µM, or IC50 in µM where a hit was titrated; 350,000 compounds, 0.13% hits; in the data active = a potency from the dose series; inconclusive = inhibition mostly from about 14% at the one dose, without a potency; inactive = the rest, 99 in 100 with inhibition below about 12%; note: strong numbers were not always called active
# tuberculosis growth: growth inhibition of non-replicating M. tuberculosis (AID 488890). Mycobacterium tuberculosis non-replicating, growth inhibition; higher % means a stronger effect. one-dose inhibition, % at 25 µM; IC50 in µM for titrated hits. 320,000 compounds, 0.39% hits; in the data active = a potency from the dose series; inconclusive = inhibition mostly from about 82% at the one dose, without a potency; inactive = the rest, 99 in 100 with inhibition below about 76%;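 note: plate controls were DMSO cells for no effect and high antibiotic wells for full effect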
# VEEV TC-83 Vero 10K pilot screen: recorded beside VEEV TC-83 Vero, whose call it bears; inhibition, %; measured here: 10K pilot screen inhibition
# Active calls of the source: *; i = inactive; ? = inconclusive; . = not tested or not shown; & = joins results of further samples. Rows are unselected; overall some 1.4% were active at least once.
SMILES,H37Rv inhibition,PhoP GFP inhibition,influenza NS1A,VEEV TC-83 Vero,tuberculosis growth,others
O=C1c2ccccc2C(=O)c2c1cccc2N1CCN(Cc2ccccc2)CC1,?,-3%,7.1µM*,6.5%,50%,
Cc1cc(C)n2nc(SCC(=O)c3cc(C)n(-c4cc(C)on4)c3C)nc2n1,-7%,-5%,5%,2.9%,.,
COc1cc(NC(=O)c2ccccc2F)c(OC)cc1NC(=O)CN1CCOCC1,16%,0%,10%,9.1%,40%,
CC(C)c1ccccc1-n1c(SCc2cc(=O)oc3ccc4ccccc4c23)nnc1-c1cccnc1,8%,0%,-9%,8.1%,?,
Nc1nc(N2CCCCC2)c(C=O)c(N2CCCCC2)n1,-7%,14%,2%,0.4%,7%,
CCN(CC(=O)NC(C)C)C(=O)Cc1ccc(C)c(C)c1,2%,-9%,5%,0.5%,7%,
COc1ccccc1C(=O)Oc1ccccc1C(=O)Nc1ccccc1,3%,-11%,7%,1.8%,57%,
CCNCC(O)COCC(O)CNCC (stereo not given),-13%,-2%,-2%,1.9%,-8%,
O=C(CC1C(=O)NCCN1Cc1cccc(C(F)(F)F)c1)NCCCOc1cccnc1 (stereo not given),4%,2%,4%,i,17%,
O=c1[nH]c2cc(Br)cnc2nc1/C=C(\O)c1ccc(F)cc1,-6%,-12%,-5%,10%,-14%,
NC(=O)CC(NC(=O)Cc1cccc2ccccc12)c1ccc(N2CCC(Cc3ccccc3)CC2)c([N+](=O)[O-])c1 (stereo not given),-1%,-11%,2%,0.0%,16%,
Cc1c(CCO)c(=O)n(C)n1C(=O)c1ccc(Cl)cc1,-6%,-7%,-3%,1.3%,-15%,
Cc1ccc(S(=O)(=O)N2CCN(C)CC2)c2nsnc12,7%,-6%,7%,1.3%,-13%,
COc1ccc(CNC(=O)/C=C/c2ccc(OCCCF)cc2)cc1OC,24%,1%,-8%,0.1%,22%,
Cc1cc(C)nc(N(C#N)Cc2ccccc2Cl)n1,-6%,6%,0%,?,-3%,
COc1cc(OC)c(NC(=O)C2CCN(S(=O)(=O)c3ccc4c(c3)CC(C)N4C(C)=O)CC2)cc1Cl (stereo not given),4%,12%,-6%,0.9%,-19%,
COc1ccc(C=NNC(=O)NN=Cc2ccc(OC)c(OC)c2)cc1OC,.,.,3%,4.2%,.,
Cc1noc(C)c1C(=O)N(CC(=O)Nc1ccccc1Br)Cc1ccco1,1%,.,-10%,1.2%,-6%,
CCCCCCn1c(NCC)nc2c1c(=O)n(C)c(=O)n2C,-5%,0%,-4%,i,11%,
Cc1ccc(/C=N/NC(=O)c2cccnc2)s1,5%,-6%,-16%,0.2%,.,
Cc1ccc(S(=O)(=O)N2[C@@H](c3ccccc3F)C(C(=O)O)=CC[C@H]2c2ccc(Cl)c(Cl)c2)cc1,-2%,-4%,-21%,7.5%,-4%,
CCCc1ccc2oc(C(=O)N3CCN(CCC(N)=O)CC3)c(C)c2c1,4%,9%,-13%,0.3%,-6%,
CCCCCCCCNC(=O)/C(C#N)=C/c1ccc(SC)cc1,1%,-5%,-2%,i,80%,
COc1ccc(-c2nc(=S)c3ccc4ccccc4c3[nH]2)cc1,.,.,0%,i,.,
CCOc1ccc(N(CC(=O)NC2CCCC2)C(=O)Cn2nnc(-c3ccc(C)o3)n2)cc1,.,.,-6%,1.6%,.,
SMILES,H37Rv inhibition,PhoP GFP inhibition,influenza NS1A,VEEV TC-83 Vero,tuberculosis growth,others
Cc1cc(C)n(-c2nc(-c3cccc(Cl)c3)cs2)n1,?,1%,-5%,0.3%,14%,
Cc1ccc(S(=O)(=O)ON2C(=O)c3ccccc3C2=O)c(C)c1,4%,-17%,-4%,0.3%,-6%,
c1ccc2c(NCCCN3CCOCC3)c3ccccc3nc2c1,8%,-1%,.,.,78%,
CC(C)(C)/C=N/NC(=O)C1CC1,1%,3%,.,2.6%,-4%,
Cc1ccc(OCCNC(=O)C2CC(=O)N(Cc3ccccc3)C2)cc1 (stereo not given),-3%,.,5%,1.5%,8%,
O=C(c1ccc(NC2=NC3CS(=O)(=O)CC3S2)cc1)N1CCN(c2ccccc2)CC1 (stereo not given),-5%,-11%,2%,1.1%,9%,
CC(NC(=O)c1ccccc1F)C12CC3CC(CC(C3)C1)C2 (stereo not given),4%,1%,-12%,1.9%,76%,
COc1cc([C@H]2OC[C@H]3[C@@H]2CO[C@H]3c2ccc(O)c(OC)c2)ccc1O,-3%,.,4%,6.1%,-5%,
Nc1nonc1C(=O)NCCNCc1ccccc1,-6%,-23%,5%,i,-1%,
CC(C)Oc1cccc(C(=O)N/N=C/c2coc3ccccc3c2=O)c1,-4%,-1%,-20%,1.0%,33%,
O=C(CN(CCc1ccccc1)C(=O)CN1C(=O)COc2ccccc21)NCc1ccco1,-4%,10%,6%,0.3%,3%,
Cc1ccc2cccc(OCc3cccc([N+](=O)[O-])c3)c2n1,5%,-12%,-10%,1.3%,51%,
O=C(Nc1ccc(Cl)cc1)c1nc[nH]c1C(=O)N1CCN(c2ccccc2)CC1,-4%,.,-3%,1.2%,4%,VEEV TC-83 Vero 10K pilot screen=0.6
CCOc1ccc(CCNC(=O)CSc2cc(=O)n(CC)c3ccccc23)cc1OCC,4%,-5%,-9%,1.9%,-11%,
CCN(CC)CCCN(Cc1cc2cc(OC)ccc2[nH]c1=O)C(=O)Nc1ccc(F)cc1,-6%,2%,6%,11%,-17%,
CCOC(=O)c1sc2nc(CC(=O)OC)nc(NCCN(CC)CC)c2c1C,-10%,-10%,3%,1.4%,4%,
Cc1ccc(C(=O)OCC(=O)NCc2cc(C)c(O)c(C)c2)cc1S(=O)(=O)N1CCCCC1,-1%,.,-2%,7.0%,30%,
Cc1cccc(C(=O)Nc2ccccc2C(=O)Nc2ccc(C(=O)O)cc2)c1,12%,-6%,-8%,1.1%,2%,
CC1=CC(=O)c2ccccc2C1=O,0%&-6%,-21%&-6%,0%&1%,10%&1.4%,?,
CCN(CC)CCCn1c2c(c(SCC(=O)Nc3ccc4c(c3)OCCO4)nc1=O)CCC2,-2%,12%,-5%,0.4%,-18%,
Clc1ccc(OCc2nn3c(-c4ccco4)nnc3s2)c(Cl)c1,9%,-4%,3%,i,4%,
CC(=O)c1ccc(S(=O)(=O)N2CCN(C(C)C(=O)N(C)Cc3ccccc3)CC2)cc1 (stereo not given),-14%,.,-1%,i,23%,
O=C(Nc1cccnc1)c1cc([N+](=O)[O-])ccc1Cl,2%,-2%,12%,0.2%,-4%,
COc1ccccc1-c1cc(C(=O)N/N=C/c2sccc2C)c2ccccc2n1,-8%,16%,1%,?,-6%,
O=C(COc1ccccc1)OCC(=O)c1c[nH]c2ccccc12,40%,.,-6%,i,63%,
SMILES,H37Rv inhibition,PhoP GFP inhibition,influenza NS1A,VEEV TC-83 Vero,tuberculosis growth,others
CCCN(CCC)C(=O)c1cc2c(=O)[nH]c3ccc(C)cc3c2s1,11%,-1%,-9%,12%,21%,
CC(Oc1ccc2c(c1)oc(=O)c1ccccc12)C(=O)NCCN1CCOCC1 (stereo not given),3%,-9%,-2%,0.0%,-5%,
O=[N+]([O-])c1ccc(CNc2ccc(Cl)cc2)s1,1%,11%,-4%,0.8%,75%,
CCc1ccccc1NS(=O)(=O)c1ccc(OC)c2ncccc12,4%,-3%,1%,i,1%,
COC(=O)[C@]1(C)CCC[C@@]2(C)C3CC[C@@]4(C)C[C@]3(CCC21)CC4=NO (stereo not given in full),2%,.,-4%,0.2%,7%,
O=C(Cc1ccc(Cl)cc1)Nc1ccc(S(=O)(=O)N2CCOCC2)cc1,-2%,4%,-5%,2.4%,15%,
Cc1cc(C)c(NC(=O)C(=O)NCc2ccco2)c(C)c1,?,9%,1%,0.7%,6%,
Nc1nc(SCC(=O)Nc2cccc([N+](=O)[O-])c2)n[nH]1,-1%,.,4%,0.6%,-7%,
O=C(CCc1nnc(-c2ccc3c(c2)OCO3)o1)NC(c1cccnc1)C(F)(F)F (stereo not given),-4%,-3%,-9%,i,0%,
N[C@@H](Cc1ccc(O)cc1)c1nnc([C@H](CO)NC(=O)C2CCNCC2)o1,-10%,-2%,-21%,1.0%,-24%,
Cc1cc(C(=O)N/N=C/c2ccc[nH]2)no1,0%,6%,27%,0.3%,.,
O=C(NCCOc1ccccc1F)C1CCC(=O)N(CC2CCCCC2)C1 (stereo not given),.,.,2%,1.6%,.,
Brc1ccc2[nH]c3c(N4CCc5ccccc5C4)ncnc3c2c1,?,-6%,.,.,52%,
O=C(Nc1ccc2ncccc2c1)c1ccccc1Cl,0%,-12%,-1%,0.2%,35%,
COC(=O)c1ccc(NC(=O)Nc2ccc(OC)cc2)cc1,7%,0%,-2%,1.6%,36%,
CC(=O)NC(CSC(CC(=O)c1ccco1)c1ccc(C)cc1)C(=O)O (stereo not given),63%,-7%,3%,?,76%,
CCOc1ccccc1N1CCN(C(=O)NCc2ccc(F)cc2)CC1,-4%,5%,6%,0.8%,9%,
Cc1ccc2c(c1)c1c(n2CC(O)CN2CCOCC2)CCCC1 (stereo not given),5%,5%,.,.,14%,
COc1cc(-c2cc(OC)c3c(C)oc(C)c3c(=O)c2)ccc1O,-3%,-13%,-1%,1.0%,12%,
CCOC(=O)N1CCN(S(=O)(=O)c2ccc(C(=O)N(CCN(C)C)c3nc4ccc(Cl)cc4s3)cc2)CC1,-20%,-9%,15%,4.1%,-3%,
Cc1ccc[n+](/C(C(=S)NCc2ccco2)=C(/[O-])c2ccccc2Cl)c1,-24%,-4%,2%,3.8%,-2%,
Cc1c2cnn(CC(=O)NC3CCCC3)c(=O)c2c(C)n1Cc1ccccc1,11%,-7%,-2%,i,5%,
O=Cc1c(N2CCOCC2)nc2ccccn2c1=O,67%,4%,-5%,0.2%,41%,
N#C/C(=N\Nc1cccc2ccccc12)c1nnc2n1CCCCC2,8%,-8%,6%,1.4%,14%,
CCc1ccc(NC(=O)NCCN2CCc3ccccc3C2)cc1,5%,-1%,0%,1.0%,29%,
SMILES,H37Rv inhibition,PhoP GFP inhibition,influenza NS1A,VEEV TC-83 Vero,tuberculosis growth,others
COc1ccc(C(=O)CN2C(=O)COc3ccccc32)cc1,4%,-25%,-2%,1.2%,17%,
CCc1cccc(NC(=S)N(CCOC)C(C)c2ccco2)c1 (stereo not given),4%,-16%,-14%,2.6%,-2%,
COCCNC(=O)c1ccc(NS(C)(=O)=O)cc1,6%,19%,2%,1.4%,9%,
CSc1nc(-c2ccc(Cl)cc2)nn1S(=O)(=O)c1ccccc1,31%,-8%,3%,2.3%,70%,
C=C(Br)Cn1c(CC)nc2ccccc21,0%,3%,-16%,i,17%,
O=C(NCc1ccco1)c1cc2nc(-c3ccc4c(c3)OCO4)cc(C(F)(F)F)n2n1,-16%,-8%,1%,i,7%,
COc1ccc(C2CC(=O)N(CC(=O)NCC3CCCO3)c3ccccc3S2)cc1 (stereo not given),1%,-7%,6%,0.5%,1%,
Cc1cnc(NC(=O)CSc2nnc(Cc3ccccc3)o2)s1,-8%,-17%,4%,2.0%,?,
CCOc1ccc(NC(=O)C2CC3CCC2C3)cc1 (stereo not given),5%,-23%,.,2.1%,4%,
N#Cc1c(-c2ccccc2)cc(-c2ccccc2)nc1SCc1nnc(-c2ccccc2)o1,14%,-5%,4%,5.2%,-7%,
Cn1c(=O)c2c(nc(CN3CCN(C(=O)c4ccco4)CC3)n2CC(N)=O)n(C)c1=O,-4%,10%,9%,0.1%,-18%,
O=C(CC(C(=O)O)c1c(F)cccc1Cl)c1ccc(Cl)cc1 (stereo not given),2%,-10%,-14%,i,12%,
O=c1cc(CO)oc(C(Nc2ccccn2)c2ccccc2F)c1O (stereo not given),-12%,5%,-5%,0.3%,-13%,
CNc1ccc(/C=C/C(=O)c2ccc3c(c2)OCCO3)cc1[N+](=O)[O-],9%,-9%,4%,8.4%,21%,
